TAAR1 antagonist: antagonists of human TAAR1 | CHO RD-HGA16 TAAR1, Fluo-8 calcium fluorescence, antagonist | inhibition, % at 3 µM | hit rate 1.5% among 360,000;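 active means inhibition above a per-plate cutoff, the mean inhibition of test compounds on that plate plus 3 SD, cut at about 49% in these data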;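 further: 0% = DMSO plus EC80 beta-PEA response and 100% = DMSO alone without agonist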
Target sequence (Q96RJ0 whole entry, looked up): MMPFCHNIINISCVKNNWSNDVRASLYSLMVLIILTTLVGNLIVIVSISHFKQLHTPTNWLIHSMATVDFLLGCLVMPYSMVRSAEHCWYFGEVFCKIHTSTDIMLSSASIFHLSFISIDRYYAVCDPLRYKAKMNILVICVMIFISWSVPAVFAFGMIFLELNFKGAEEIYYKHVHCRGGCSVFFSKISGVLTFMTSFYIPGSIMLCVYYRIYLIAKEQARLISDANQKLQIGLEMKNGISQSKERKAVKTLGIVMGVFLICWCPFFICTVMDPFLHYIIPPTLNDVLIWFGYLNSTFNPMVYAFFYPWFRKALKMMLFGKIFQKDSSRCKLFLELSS
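Test system: CHO RD-HGA16 cells bearing hTAAR1 | Reagent: β-PEA, EC80 | Compound dosing: 3 µM, single point | Schedule: Dye loading 75 min at 37 °C, then 30 min room temperature | Signal: Calcium fluorescence with Fluo-8 | Evaluation: Percent inhibition of PEA-evoked calcium signal, max/basal emission ratio | Control set: DMSO-only wells and EC80 β-PEA-stimulated wells | Repeats: Singlicate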
M5 ag: CHRM5 agonism in calcium assay; CHO-K1 hM5 cells, Fluo-8 calcium fluorescence; 0% DMSO wells, 100% maximal acetylcholine response; activation, % at 3 µM; hit rate 0.19% among 360,000; P08912; AID 624037;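 active means activation above the run's mean over test compounds plus 3 SD, cut at about 23% in these data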;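 further: signal is peak over basal fluorescence ratio across the kinetic read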
M1 PAM parental: nonselective activator or artifact in parental CHO-K1 calcium assay; ATP EC20, Fluo-8 calcium fluorescence; 0% at ATP EC20, 100% at ATP max; activation, % at 3 µM; hit rate 0.02% among 360,000;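 active means activation above the run cutoff, the mean activation of all test compounds plus 3 SD, cut at about 40% in these data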;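 further: peak over basal fluorescence ratio in a 140 s read after ATP addition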
TAAR1 agonist: agonists of human TAAR1; activation, % at 3 µM; Q96RJ0; AID 624467; CHO RD-HGA16 TAAR1, Fluo-8 calcium fluorescence; vehicle wells 0%, saturating PEA agonist 100%; hit rate 0.99% among 360,000;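 active means activation above the mean activation of all test compounds in the run plus 3 SD, cut at about 38% in these data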
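test system = CHO RD-HGA16 cells carrying human TAAR1 plus Gα16 | schedule = 17-24 h seeding, 75 min 37 °C dye, 30 min RT | compound dosing = 3 µM single concentration | control set = DMSO and PEA EC100 | replicates = n 1 | signal = Fluo-8 fluorescence, 5 s baseline then 140 s kinetic read | measure = percent activation vs PEA EC100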
CRFR2-BP antag: antagonists of CRF-binding protein/CRF-R2 receptor complex. HEK293 CRF-R2/CRF-BP, CRF-induced calcium fluorescence. inhibition, % at 11.8 µM. hit rate 0.59% among 350,000;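 active means inhibition of the ligand-induced calcium signal above about 50% at the single tested concentration, limit read from the data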
CRFBP-R2 agonist: CRF-BP/CRF-R2 complex agonism; HEK293 CRF-R2/CRF-BP, calcium dye fluorescence (FLIPR); percent of saturating CRF peptide response; hit rate 0.46% among 350,000; activation, % at 13.2 µM; AID 588473;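 active means activation of at least 50%, plus an integration ratio under a set limit after plate pattern correction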;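 further: plate controls were neutral control wells without compound for no effect and CRF at EC100 for full effect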
CHRM5 PAM: CHRM5 positive allosteric modulation; P08912; CHO-K1 hM5, Fluo-8 calcium, ACh EC20 PAM; 0% = ACh EC20, 100% = ACh EC100; activation, % at 3 µM; hit rate 0.3% among 360,000;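 active means activation above the run cutoff, the mean activation of all test compounds plus 3 SD, cut at about 18% in these data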
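Measured by: Fluo-8 calcium fluorescence; material: human M5 receptor in CHO-K1 cells; schedule: Post-acetylcholine fluorescence recording 140 s; benchmarks: low control EC20 acetylcholine (0%), high control EC100 acetylcholine (100%); read-out: Max/basal fluorescence ratio as % of EC20–EC100 ACh window; compound: single dose, 3 µM nominal final test concentration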
M4 PAM: CHRM4 positive allosteric modulation. P08173. CHO-K1 hM4/Gqi5, Fluo-8 calcium fluorescence, ACh EC20; 0% = ACh EC20, 100% = maximal ACh. activation, % at 3 µM. hit rate 0.4% among 360,000;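 active means activation above its plate's cutoff, the mean activation of sample wells plus 3 SD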; further: some results filed as inactive read as strong as hits
Target sequence (P08173 whole entry, looked up): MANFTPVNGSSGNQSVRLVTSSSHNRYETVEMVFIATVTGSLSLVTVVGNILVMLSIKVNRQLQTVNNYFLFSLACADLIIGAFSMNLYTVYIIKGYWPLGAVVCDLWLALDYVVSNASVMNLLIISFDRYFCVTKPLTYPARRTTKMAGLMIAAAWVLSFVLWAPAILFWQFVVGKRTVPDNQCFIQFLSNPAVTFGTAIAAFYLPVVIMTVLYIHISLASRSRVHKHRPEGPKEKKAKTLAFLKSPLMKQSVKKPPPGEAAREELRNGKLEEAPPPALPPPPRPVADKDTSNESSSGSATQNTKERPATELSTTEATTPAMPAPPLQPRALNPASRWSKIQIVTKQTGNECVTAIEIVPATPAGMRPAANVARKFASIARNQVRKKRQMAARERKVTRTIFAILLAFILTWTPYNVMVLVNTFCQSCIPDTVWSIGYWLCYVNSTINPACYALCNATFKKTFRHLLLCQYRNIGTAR
CHRM5 antagonist: blocks acetylcholine activation of human M5 receptor. inhibition, % at 3 µM. CHO-hM5 cells, Fluo-8 calcium fluorescence, ACh EC80. P08912. hit rate 0.59% among 360,000;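 active means inhibition above a per-plate cutoff, the mean of that plate's test compounds plus 3 SD, cut at about 27% in these data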;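 further: 0% = acetylcholine EC80 with DMSO and 100% = DMSO without agonist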
Active calls of the source: *; . = no result given.

SMILES	TAAR1 antagonist	M5 ag	M1 PAM parental	TAAR1 agonist	CRFR2-BP antag	CRFBP-R2 agonist	CHRM5 PAM	M4 PAM	CHRM5 antagonist
Cc1ccc(C(CC(=O)O)NC(=O)CCNC(=O)c2ccco2)cc1 (stereo not drawn)	1	0	-31	1	1	-0.6	5	2	4
CC(=O)c1ccc(OCCNS(=O)(=O)c2ccc(-n3cnnn3)cc2)cc1	-9	-1	10	2	0	0.3	-7	-6	12
Nc1c(C(=O)N2CCOCC2)sc(=S)n1-c1ccccc1	13	1	17	8	5	-0.4	-1	4	-3
CC(Sc1nc(-c2ccccc2)cc(C(F)(F)F)n1)C(=O)O (stereo not drawn)	1	3	9	-1	6	-2.2	6	5	-20
O=C(O)C1CCC(CNCc2ccncc2)CC1 (stereo not drawn)	-15	1	3	6	-4	-0.2	0	12	3
O=C(COC(=O)CC(NC(=O)c1ccccc1Cl)c1ccccc1)Nc1cccc(F)c1 (stereo not drawn)	42	-1	3	9	-25	1.2	-13	-11	8
CC1CCN(S(=O)(=O)c2ccccc2[N+](=O)[O-])CC1	-15	-7	-3	0	10	-1.3	-2	-16	1
COc1cccc(N2CCN(C(=S)Nc3ccccc3)CC2)c1	8	2	5	6	2	-0.2	1	-3	7
O=C1/C(=C\c2ccc3ccccc3c2)CCCc2ccccc21	-3	-1	17	13	-53	8.7	1	0	2
Cc1ccc(C)c(N2CCN(c3ncnc4c3cnn4-c3ccccc3)CC2)c1	-10	1	-6	0	-4	2.1	0	2	4
C=CCOC(=O)C1CC=CCC1C(=O)Oc1ccc(F)cc1F (stereo not drawn)	-15	-3	12	12	2	-0.6	-4	-3	7
O=C1CCCC2=C1C(c1ccc3c(c1)OCO3)c1c([nH]n(-c3ccccc3)c1=O)N2 (stereo not drawn)	9	-1	16	1	22	3.0	0	5	10
CC(C)(C)OC(=O)N1CCC(NC(=O)c2ncn(Cc3ccccc3)c2C(=O)NC2CCN(C(=O)OC(C)(C)C)CC2)CC1	24	-1	1	-1	8	3.4	1	-2	15
COc1ccc(CCC(=O)NNC(=O)Nc2ccc(C(C)C)cc2)cc1	-30	-3	0	2	5	-1.2	-5	-2	13
COc1ccc(C=C(NC(=O)c2ccccc2)C(=O)O)cc1OC	-26	2	-9	4	10	-1.6	3	-3	6
COc1ccc(NC(=O)C2Cc3ccccc3CN2C(=O)c2ccco2)cc1 (stereo not drawn)	-1	-1	17	1	4	-0.5	-1	0	6
Cc1ccccc1-c1nnc(-c2ccccc2C)o1	4	-8	18	18	-9	-0.2	11	-5	-10
COc1ccc(C(=O)C(CN2CCOCC2)c2ccccc2)cc1 (stereo not drawn)	-4	-7	12	1	-1	-1.1	5	1	3
CCOC(=O)c1nn(-c2cccc(Cl)c2)c2nc(Nc3ccccc3)cc(=O)n12	-4	-3	-5	2	-18	-0.8	-11	-4	13
Cc1ccc(S(=O)(=O)n2nc(-n3c(C)ccc3C)c3c(F)cccc32)c2ccccc12	-12	-2	11	0	1	0.6	-5	-7	0
O=CNC1c2ccccc2CCc2ccccc21	-4	1	31	0	1	-4.7	2	5	16
COc1ccccc1-c1coc2c(CN3CCCC(C)C3)c(O)ccc2c1=O (stereo not drawn)	7	-1	5	-1	5	-2.3	-2	0	-3
COc1ccc(CC(=O)Nc2cccc3ncccc23)cc1OC	-20	4	-9	7	-7	-0.9	7	-2	9
c1ccc2c(C[C@@H]3CNCCN3CC3CCCCC3)cccc2c1	-1	4	11	41*	-18	-0.8	-6	2	1
O=C(NC1CCCC1)c1ccc2c(c1)N(Cc1ccc(F)cc1)CCS2	5	-5	7	-3	20	-0.8	-4	-13	4

(continued)
SMILES	TAAR1 antagonist	M5 ag	M1 PAM parental	TAAR1 agonist	CRFR2-BP antag	CRFBP-R2 agonist	CHRM5 PAM	M4 PAM	CHRM5 antagonist
CCOc1ccc(CCNC(=O)c2cc(=O)[nH]c3ccc(S(=O)(=O)N(CC)CC)cc23)cc1OCC	-20	-1	16	4	-28	1.3	2	7	-5
COc1ccc(NC(=O)COC(C)=O)cc1OC	-11	0	0	2	0	0.3	-1	5	7
O=C1CSc2ccccc2N1	-31	2	-8	1	-8	-0.1	-3	20	-1
O=C(COc1ncnc2scc(-c3ccccc3)c12)NC1CCCc2ccccc21 (stereo not drawn)	-9	3	24	1	6	0.7	1	2	-1
CCC1CN(C)C2Cc3c([nH]c4ccccc34)C(=O)CC1C2C(=O)OC (stereo not drawn)	-1	3	20	2	-13	2.7	2	2	1
Cc1cccc(NC(=O)c2ccc(Cn3cc(C(F)(F)F)ccc3=O)cc2)c1	-6	-2	20	5	-42	1.5	-3	3	10
Cc1ccc(OC(=O)c2ccc(Cl)c([N+](=O)[O-])c2)cn1	-20	0	8	4	7	0.0	-5	-10	7
O=C(NC1CCCCC1)c1cc(S(=O)(=O)N2CCN(c3ccccc3)CC2)ccc1Cl	-3	2	11	-1	6	-0.8	-4	4	14
COc1ccc(NS(=O)(=O)c2ccc(N3CCOCC3)c(NC(=O)c3cccc(F)c3)c2)cc1	-15	-2	25	1	16	0.1	4	-2	-7
CCc1ccc(C(=O)CSc2n[nH]c(C)n2)cc1	-6	2	14	-2	13	-0.9	-3	1	0
O=C(/C=C/c1ccccc1[N+](=O)[O-])N1CCN(c2ccc(F)cc2)CC1	5	-2	19	0	-3	-0.4	-2	1	-4
CCOC(=O)C(C)(C)Sc1nc2c(cnn2-c2ccc(C)cc2)c(=O)[nH]1	-7	-4	-2	10	1	-2.5	-1	3	0
CCCCNCc1nc2ccccc2c(=O)[nH]1	2	-3	-11	3	4	-1.0	-2	-4	9
O=C(NC(Cc1ccccc1)C(=O)N1CCCCCC1)c1ccccc1 (stereo not drawn)	-7	1	-6	4	-12	-1.3	-7	-7	13
c1coc(-c2ncc[nH]2)c1	-2	2	-1	-1	-22	3.6	0	23	1
CN(c1cccc(NC(=O)c2ccc(Cl)c(S(=O)(=O)Nc3ccccc3)c2)c1)S(C)(=O)=O	-27	6	9	4	-31	10	17	12	-6
CC(C)[C@H](NC(=O)c1ccccc1Cl)C(=O)OCC(=O)NCc1ccc2c(c1)OCO2	-10	2	4	5	5	-0.9	0	1	3
CNC(=O)c1ccc(Nc2nnc(-c3ccc(O)cc3)c3ccccc23)cc1	10	0	28	1	12	0.0	5	1	-4
Cc1ccc(S(=O)(=O)Nc2ccc(-c3nnc(SCc4ccccc4Cl)o3)cc2)cc1	22	-3	22	0	4	-1.4	-3	-3	0
CS(=O)(=O)c1ccc(C(=O)NCc2ccccc2F)cc1	-3	2	3	3	8	5.2	-3	7	10
Cc1cc(C(=O)Nc2nnc(C3CCCCC3)s2)no1	-15	3	23	2	-13	-2.2	-6	-18	11
O=C1NN(c2ccccc2)C(=O)/C1=C/c1ccc(-c2ccc(Cl)c(C(=O)O)c2)o1	1	-1	13	1	1	0.5	-1	7	-8
Fc1ccc(CSc2nnc(-c3cnccn3)n2Cc2ccco2)cc1	17	-4	19	8	17	-1.2	-7	7	6
CCc1nc2ccc(C(=O)N(CC)CCN(C)C)cn2c1N(C=O)CCC(C)C	-13	0	26	3	.	.	2	7	-2
O=C(CSc1ccc(-c2ccccn2)nn1)NCc1ccc(Cl)cc1	-25	-1	-16	-1	1	0.2	7	17	9

Complete entries from above. Order of screens: TAAR1 antagonist	M5 ag	M1 PAM parental	TAAR1 agonist	CRFR2-BP antag	CRFBP-R2 agonist	CHRM5 PAM	M4 PAM	CHRM5 antagonist
c1coc(-c2ncc[nH]2)c1 is listed with -2	2	-1	-1	-22	3.6	0	23	1
CNC(=O)c1ccc(Nc2nnc(-c3ccc(O)cc3)c3ccccc23)cc1 is listed with 10	0	28	1	12	0.0	5	1	-4
O=C1CSc2ccccc2N1 is listed with -31	2	-8	1	-8	-0.1	-3	20	-1
COc1ccc(NS(=O)(=O)c2ccc(N3CCOCC3)c(NC(=O)c3cccc(F)c3)c2)cc1 is listed with -15	-2	25	1	16	0.1	4	-2	-7

Additional compounds follow:
SMILES	TAAR1 antagonist	M5 ag	M1 PAM parental	TAAR1 agonist	CRFR2-BP antag	CRFBP-R2 agonist	CHRM5 PAM	M4 PAM	CHRM5 antagonist
CC(C)c1ccc(/C=C/C(=O)NC(=S)NN2CCOCC2)cc1	-14	-3	5	3	-8	-2.3	-3	2	5
CC(C)CN(C(=O)Cn1c(C(F)(F)F)nc2ccccc21)c1c(N)n(Cc2ccccc2)c(=O)[nH]c1=O	-16	3	-20	6	-3	-1.5	3	4	10
O=C(C1CC1)N1CCN=C1SCc1ccc(Cl)cc1	17	-1	3	0	10	9.9	2	0	3
O=C(CSc1nncs1)NC(=O)NC1CCCC1	15	0	-15	6	9	-1.9	5	-4	-1
S=C(Cc1ccc(-c2ccccc2)cc1)N1CCOCC1	-7	-4	4	0	38	-3.1	2	-2	-3
OCC1CCCN(Cc2cn(Cc3ccccc3)nc2-c2cc3ccccc3o2)C1 (stereo not drawn)	-20	-3	16	1	-14	4.6	1	1	11
FC(F)(F)c1cccc(NC(=S)NC(c2ccccc2)c2ccccc2)c1	32	2	-1	8	0	1.1	-19	-18	27*
COC(=O)c1cc2ccsc2n1CC(=O)Nc1ccc(N(C)C)cc1	3	-3	11	2	10	-0.7	-4	-2	0
COc1ccc(S(=O)(=O)N(C)CC(=O)Nc2cccc(C(C)=O)c2)cc1C	-14	2	16	6	35	-1.1	-4	-3	-9
CCCCS(=O)(=O)N1CCCC(C(=O)N2CCOCC2)C1 (stereo not drawn)	8	0	6	-1	-10	5.0	4	-6	-3
O=C(NCc1ccccc1Br)c1ccc2c(c1)OCCO2	7	-2	12	0	26	-2.5	-1	4	5
C=CCNC(=O)c1onc(CSc2ccccc2CC)c1C(=O)O	-1	4	9	7	6	0.2	9	4	1
O=S(=O)(c1cccc(S(=O)(=O)N2CCC(n3nnc4ccccc43)CC2)c1)N1CCCCC1	9	-8	4	6	-15	3.8	-7	-6	12
O=C(NC1CC1)C1CCN(C(=O)c2ccc(Cl)cc2Cl)CC1	-7	0	-3	1	3	-0.4	-1	0	2
CCCn1c(C2CC(=O)N(c3ccc(C)cc3)C2)nc2ccccc21 (stereo not drawn)	2	5	16	21	4	-1.2	1	-8	-4
Nc1nnc2cc(F)ccc2n1	-6	1	13	2	15	-1.6	-1	3	0
Cc1c(C(=O)C(=O)N2c3ccc(F)cc3CCC2C)c2ccccc2n1C (stereo not drawn)	-3	-1	4	-1	0	-1.5	4	0	7
C/C(N)=C(/C#N)C(=O)COC(=O)Cc1coc2cc(C)ccc12	-4	4	-1	2	19	-0.9	1	-5	1
COCn1cnc(-c2ccccc2)c1-c1ccccc1	-14	2	13	2	8	0.2	0	-4	5
NC(=O)Nc1ccccc1C(=O)N1CCC(O)(c2ccc(Cl)cc2)CC1	.	0	15	.	1	0.8	1	-3	3
